Screening data deposited in PubChem by Sanford-Burnham Center for Chemical Genomics.
mIAP act – activators of mouse IAP, primary screen, biochemical, luminescence, uHTS; 0.24% of 330,000 active; intestinal alkaline phosphatase [Mus musculus]; muIAP, CDP-Star luminescence, 30 min; hits give high values; 1 = vehicle-only enzyme signal, 0 = enzyme-free wells; activation factor at 10 µM; AID 2805, 2010;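 active means activation factor of at least 2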; further: the source names both 10 and 20 µM as test concentration; values of inactives mirror those of a sister screen read the other way
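System: mouse IAP enzyme. Reagent: CDP-Star chemiluminescent phosphatase substrate. Benchmarks: DMSO wells, no-enzyme wells. Times: 30 min enzyme-substrate-compound incubation at room temperature. Detection: luminescence from enzymatic CDP-Star hydrolysis. Doses: test compounds delivered from DMSO solution.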
hIAP inh – human IAP inhibitors, primary screen, biochemical, luminescence, uHTS | Intestinal-type alkaline phosphatase (Homo sapiens), P09923 | purified IAP, CDP-Star luminescence, 30 min | inhibition, % at 10 µM | 0.12% of 330,000 active | AID 2544, 2010;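 active means inhibition reaching a set limit with compound at 10 µM in the primary screen, cut at about 35% in these data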;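 further: plate controls were DMSO wells with enzyme for no effect and no-enzyme buffer wells for full effect; values of inactives mirror those of a sister screen read the other way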
Target sequence (P09923 whole entry, looked up): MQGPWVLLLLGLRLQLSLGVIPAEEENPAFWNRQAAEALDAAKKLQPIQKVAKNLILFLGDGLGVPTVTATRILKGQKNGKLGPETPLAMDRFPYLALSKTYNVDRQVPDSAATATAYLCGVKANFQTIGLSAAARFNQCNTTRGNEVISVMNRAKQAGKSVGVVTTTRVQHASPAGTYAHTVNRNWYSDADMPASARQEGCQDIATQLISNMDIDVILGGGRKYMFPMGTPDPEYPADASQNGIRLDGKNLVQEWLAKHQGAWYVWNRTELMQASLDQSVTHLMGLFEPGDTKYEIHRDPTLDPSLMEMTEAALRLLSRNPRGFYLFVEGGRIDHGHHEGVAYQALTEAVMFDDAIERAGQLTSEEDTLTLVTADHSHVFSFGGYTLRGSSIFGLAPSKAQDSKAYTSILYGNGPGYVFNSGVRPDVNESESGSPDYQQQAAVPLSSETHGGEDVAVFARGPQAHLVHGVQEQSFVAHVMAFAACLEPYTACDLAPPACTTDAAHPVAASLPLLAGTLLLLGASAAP
NLRP3 yeast inh – NALP3 inflammasome inhibitors in reconstituted yeast, primary screen, luminescence, uHTS; Yeast reconstituted NLRP3/ASC/caspase-1, beta-gal luminescence, 24 h; inhibition, % at 10 µM; 0.39% of 330,000 active;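 active means inhibition of 50% or more; inactive means inhibition below 50%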;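 further: plate controls were induced DMSO wells for no effect and uninduced yeast grown without galactose for full effect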
APOBEC3A inh – APOBEC3A ssDNA deaminase inhibitors, primary screen, selectivity assay for APOBEC3G inhibitor project, biochemical, FAM/TAMRA oligo cleavage fluorescence; DNA dC->dU-editing enzyme APOBEC-3A (Homo sapiens), P31941; recombinant A3A, FAM/TAMRA ssDNA deamination fluorescence; inhibition, % at 20 µM; 0.41% of 330,000 active;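 active means at least 40% inhibition at 20 µM here, with at most 30% in a related deaminase screen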;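 further: plate controls were A3A with DMSO for no effect and wells lacking A3A enzyme for full effect; some results filed as inactive read as strong as hits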
Target sequence (P31941 whole entry, looked up): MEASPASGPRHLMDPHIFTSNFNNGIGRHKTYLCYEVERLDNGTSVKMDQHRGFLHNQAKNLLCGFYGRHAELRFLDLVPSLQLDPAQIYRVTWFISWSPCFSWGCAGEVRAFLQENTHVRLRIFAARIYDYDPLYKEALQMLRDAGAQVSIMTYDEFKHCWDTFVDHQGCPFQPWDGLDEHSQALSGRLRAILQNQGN
TIM10 inh – growth inhibitors of isogenic TIM10 control yeast, primary screen, counter-screen for tim10-1 yeast inhibitor project, luminescence, uHTS | S. cerevisiae TIM10 strain growth, BacTiter-Glo luminescence, 24 h | 1.4% of 330,000 active | inhibition, % at 10 µM;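 active means inhibition of 40% or more at the single tested concentration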;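 further: wild-type TIM10 isogenic control strain grown at permissive 25 °C; 0% = DMSO yeast wells and 100% = minimal medium wells without yeast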
MIN6 prolif – inducers of MIN6 beta-cell proliferation, primary screen, ATP luminescence, uHTS; MIN6 cells proliferation, ATPlite luminescence, 48 h; cells starved in 0.2% serum; 100% = growth in 10% serum; proliferation, % at 10 µM; 0.29% of 330,000 active;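 active means compounds whose signal lies at least 3.5 SD above the mean of all wells on their plate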;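 further: 0% = DMSO-treated cells in low-serum medium and 100% = 10% serum control; some compounds called inactive have numbers as strong as hits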
mIAP block – inhibitors of mouse IAP, primary screen, biochemical, luminescence, uHTS; inhibition, % at 10 µM; 0.2% of 330,000 active; purified mouse IAP, CDP-Star luminescence, 30 min;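 active means inhibition of at least 40% at 10 µM in the primary screen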;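 further: plate controls were DMSO with enzyme for no effect and no enzyme wells for full effect; values of inactives mirror those of a sister screen read the other way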
A3G deaminase – APOBEC3G DNA deaminase inhibitors, primary screen, biochemical, fluorescence, single-stranded DNA substrate, uHTS. DNA dC->dU-editing enzyme APOBEC-3G (Homo sapiens), Q9HC16. recombinant A3G, ssDNA deamination FAM/TAMRA fluorescence. inhibition, % at 20 µM. 0.28% of 330,000 active;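 active means inhibition of at least 40% at 20 µM, with no more than 30% in the related APOBEC3A deaminase screen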;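 further: plate controls were DMSO wells with A3G for no effect and wells lacking A3G enzyme for full effect; some compounds called inactive have numbers as strong as hits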
tim10-1 inh – growth inhibitors of tim10-1 mutant yeast, primary screen, luminescence, uHTS; S. cerevisiae tim10-1 ts strain growth, BacTiter-Glo, 24 h; inhibition, % at 20 µM; 2.2% of 330,000 active; AID 463190, 2010;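 active means inhibition of at least 40%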;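 further: mutant grown at 25 °C; 0% = DMSO wells with yeast and 100% = wells holding no yeast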
The depositor's hits bear a star; · = no result given.

Values run as follows: hIAP inh | TIM10 inh | mIAP block | A3G deaminase | APOBEC3A inh | MIN6 prolif | tim10-1 inh | mIAP act | NLRP3 yeast inh
> CC(C)C[C@H](NC(=O)OC(C)(C)C)C(=O)N1CCC(C(=O)N[C@@H](Cc2ccccc2)C(=O)O)CC1
  6 | 15 | -2 | -6 | -2 | 2 | 19 | 1 | 0
> CCn1c(-c2ccc[nH]c2=O)nc2ccccc21
  16 | -2 | 5 | -8 | -3 | 0 | 1 | 0.95 | 7
> CCOc1ccc(S(=O)(=O)N(CC)CC(=O)NC2CCS(=O)(=O)C2)cc1 (stereo not drawn)
  3 | -8 | 4 | -7 | -2 | 6 | -8 | 0.96 | 0
> O=C(CCCn1c(=O)[nH]c2cc(Cl)ccc2c1=O)NC1CCCCCCC1
  11 | -3 | 3 | 1 | 0 | -1 | 12 | 0.97 | -3
> CCN(CC)CCNc1nc(-c2cccs2)c(CC(=O)O)s1
  -8 | 1 | 18 | -9 | 3 | 2 | -12 | 0.81 | 11
> CC(C)NS(=O)(=O)c1ccc(NC(=O)C(C)OC(=O)CCCOc2ccccc2)cc1 (stereo not drawn)
  10 | 0 | -11 | -8 | -2 | 0 | 1 | 1.1 | 13
> COc1cc(-c2nnc(SC(C)C(=O)Nc3c(C)n(C)n(-c4ccccc4)c3=O)o2)cc(OC)c1OC (stereo not drawn)
  13 | -6 | 3 | 0 | 4 | -3 | -2 | 0.97 | 12
> COc1ccc(N/C(N)=N/c2nc(C)cc(C)n2)c(OC)c1
  -5 | 5 | -2 | -6 | -3 | 2 | 0 | 1 | 1
> O=C(/C(=C/c1cccc(Cl)c1)c1nc2ccccc2[nH]1)c1ccccc1
  -13 | 39 | 14 | -2 | 0 | -3 | 44* | 0.86 | 47
> COC(=O)c1cccc(NC(=O)COc2cccc([N+](=O)[O-])c2)c1
  -4 | 16 | 3 | -8 | -3 | -4 | 16 | 0.97 | 18

Values run as follows: hIAP inh | TIM10 inh | mIAP block | A3G deaminase | APOBEC3A inh | MIN6 prolif | tim10-1 inh | mIAP act | NLRP3 yeast inh
> CCc1noc(C)c1C(=O)N(CCC(C)C)c1c(N)n(Cc2ccccc2)c(=O)[nH]c1=O
  -11 | 7 | 10 | -9 | -5 | 3 | 11 | 0.9 | 9
> COc1ccc(OCc2nnc(NC(=O)Nc3ccccc3F)s2)cc1
  -2 | 4 | 11 | -4 | 3 | -5 | 7 | 0.89 | 7
> O=C(Nc1cccc(NC(=O)c2ccco2)n1)c1ccco1
  4 | 8 | -2 | 7 | 2 | 3 | 2 | 1 | 40
> CCO/C(C)=N/n1c2nc3ccccc3nc2c2c(=O)n(CC(C)C)c(C)nc21
  -9 | 15 | 6 | -1 | 0 | -3 | 6 | 0.94 | 10
> CC(C)N=C1NN=C(c2ccc(F)cc2)CS1
  5 | -3 | 12 | -4 | 1 | -4 | 30 | 0.88 | -2
> C/C(=N/NC(=O)c1ccc2c(c1)OCO2)c1ccc(NC(=O)c2ccc(F)cc2)cc1
  9 | -29 | 9 | -4 | -2 | 0 | -11 | 0.91 | 13
> O=C(NNC(=O)c1cccs1)c1cccc(F)c1
  -16 | -9 | -6 | -7 | -1 | 0 | 3 | 1.1 | 6
> CSC1=C(C#N)C(C)CC(=O)N1 (stereo not drawn)
  5 | 3 | 10 | 2 | 3 | 0 | -4 | 0.9 | -2
> CCOc1ccc(CCNC(=O)C2CC(C)=CCC2C(=O)O)cc1OCC (stereo not drawn)
  0 | -12 | -3 | 11 | 24 | 0 | 20 | 1 | 8
> CN(CCCN1CCOCC1)Cc1nc(-c2ccccc2)no1
  2 | 6 | 2 | -1 | -1 | 0 | 11 | 0.98 | 4

11 consecutive compounds out of the list so far, for reference:
Values run as follows: hIAP inh | TIM10 inh | mIAP block | A3G deaminase | APOBEC3A inh | MIN6 prolif | tim10-1 inh | mIAP act | NLRP3 yeast inh
> COc1cc(-c2nnc(SC(C)C(=O)Nc3c(C)n(C)n(-c4ccccc4)c3=O)o2)cc(OC)c1OC (stereo not drawn)
  13 | -6 | 3 | 0 | 4 | -3 | -2 | 0.97 | 12
> COc1ccc(N/C(N)=N/c2nc(C)cc(C)n2)c(OC)c1
  -5 | 5 | -2 | -6 | -3 | 2 | 0 | 1 | 1
> O=C(/C(=C/c1cccc(Cl)c1)c1nc2ccccc2[nH]1)c1ccccc1
  -13 | 39 | 14 | -2 | 0 | -3 | 44* | 0.86 | 47
> COC(=O)c1cccc(NC(=O)COc2cccc([N+](=O)[O-])c2)c1
  -4 | 16 | 3 | -8 | -3 | -4 | 16 | 0.97 | 18
> CCc1noc(C)c1C(=O)N(CCC(C)C)c1c(N)n(Cc2ccccc2)c(=O)[nH]c1=O
  -11 | 7 | 10 | -9 | -5 | 3 | 11 | 0.9 | 9
> COc1ccc(OCc2nnc(NC(=O)Nc3ccccc3F)s2)cc1
  -2 | 4 | 11 | -4 | 3 | -5 | 7 | 0.89 | 7
> O=C(Nc1cccc(NC(=O)c2ccco2)n1)c1ccco1
  4 | 8 | -2 | 7 | 2 | 3 | 2 | 1 | 40
> CCO/C(C)=N/n1c2nc3ccccc3nc2c2c(=O)n(CC(C)C)c(C)nc21
  -9 | 15 | 6 | -1 | 0 | -3 | 6 | 0.94 | 10
> CC(C)N=C1NN=C(c2ccc(F)cc2)CS1
  5 | -3 | 12 | -4 | 1 | -4 | 30 | 0.88 | -2
> C/C(=N/NC(=O)c1ccc2c(c1)OCO2)c1ccc(NC(=O)c2ccc(F)cc2)cc1
  9 | -29 | 9 | -4 | -2 | 0 | -11 | 0.91 | 13
> O=C(NNC(=O)c1cccs1)c1cccc(F)c1
  -16 | -9 | -6 | -7 | -1 | 0 | 3 | 1.1 | 6

Following part:
Values run as follows: hIAP inh | TIM10 inh | mIAP block | A3G deaminase | APOBEC3A inh | MIN6 prolif | tim10-1 inh | mIAP act | NLRP3 yeast inh
> COc1cc(C2C(C(C)=O)=C(O)C(=O)N2c2ccc(Br)cn2)ccc1O (stereo not drawn)
  -30 | 13 | 3 | -5 | -3 | -2 | 15 | 0.97 | -9
> CNC(=O)N(O)C1N(/N=C/c2ccccc2F)C(=S)SC1(C)C (stereo not drawn)
  -12 | 14 | 4 | -1 | -2 | -1 | 0 | 0.96 | 24
> CCC(C)Sc1nc2c(cnn2-c2ccc(C)cc2)c(=O)[nH]1 (stereo not drawn)
  6 | -3 | -2 | -9 | -1 | 9.6* | 2 | 1 | 7
> C#CCOCCOCCOCCNc1nc(N2CCN(C(=O)Cn3cc(CC(C)O)nn3)CC2)nc(N2CCN(C(=O)[C@H]([C@@H](C)CC)n3cc(CCCN=C(N)N)nn3)CC2)n1 (stereo partly drawn)
  0 | -8 | -9 | 6 | 2 | -2 | -12 | 1.1 | -4
> CC[C@]12c3[nH]c4cc(CCC(=O)N(C)C)ccc4c3CCN1C(=O)[C@@H](CC(=O)NC(C)(C)C)C[C@@H]2C(=O)N1CCN(C(=O)C2CC2)CC1
  · | -4 | -11 | 5 | 1 | · | 9 | 1.1 | ·
> O=C(CSc1nnnn1C1CC1)Nc1cccc(S(=O)(=O)N2CCCC2)c1
  6 | 2 | 2 | -11 | -4 | 2 | 11 | 0.98 | 4
> N#Cc1cc([N+](=O)[O-])cnc1Nc1ccccc1
  4 | 0 | 8 | 6 | 3 | 0 | 6 | 0.92 | 16
> Cc1cc(N2CCCC2=O)cc(C)c1S(=O)(=O)NCCOc1ccccc1
  13 | 5 | 6 | -4 | -2 | 0 | 17 | 0.94 | 13
> COc1ccc(C)cc1NC(=O)CN(C)S(=O)(=O)c1ccc2c(c1)c(=O)n(C)c(=O)n2C
  8 | 2 | 11 | 7 | 5 | -1 | 7 | 0.89 | -4

Two consecutive entries already listed, quoted:
Values run as follows: hIAP inh | TIM10 inh | mIAP block | A3G deaminase | APOBEC3A inh | MIN6 prolif | tim10-1 inh | mIAP act | NLRP3 yeast inh
> CC(C)C[C@H](NC(=O)OC(C)(C)C)C(=O)N1CCC(C(=O)N[C@@H](Cc2ccccc2)C(=O)O)CC1
  6 | 15 | -2 | -6 | -2 | 2 | 19 | 1 | 0
> CCn1c(-c2ccc[nH]c2=O)nc2ccccc21
  16 | -2 | 5 | -8 | -3 | 0 | 1 | 0.95 | 7
